MrgX1 antagonist = blocks BAM8-22 activation of human MrgX1 receptor | MRGX1-HEK293 calcium flux, Fluo-4, BAM8-22 antagonism; hits give low values | B-score at 10 µM | Q96LB2 | hit rate 1.3% among 310,000;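 active = calcium-response B-score plate-corrected more than 3 library SD below zero, starting fluorescence within 5 deviations, no agonist response on first addition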;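 also: peak minus trough fluorescence over baseline after final BAM8-22 challenge near maximal dose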
HIF act = HIF pathway transcriptional activation | U2OS HRE-luciferase reporter, luminescence; normalized: DMSO 0%, desferrioxamine 100% | activation, % at 7.5 µM (by protocol) | hit rate 0.32% among 300,000;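 active = mean activation of at least 10% of the iron chelator positive control signal, with at least half of replicates also reaching 10%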
Platelet DG rel = platelet dense granule release activity; human platelet-rich plasma, SFLLRN dense granule ATP release, luminescence; inhibition, %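 (compounds screened at 7.5 µM in platelet-rich plasma)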; hit rate 0.22% among 300,000;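 active = mean replicate score, as percent of positive control, at or above 50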
RGS4 block = human RGS4 inhibition. P49798. HEK293 M3R/RGS4 inducible, Fluo-4 calcium flux; hits give high values; triggered by carbachol at its EC20. B-score at 10 µM. hit rate 0.45% among 310,000;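 active = B-score, a plate-corrected calcium signal, over three deviations above library mean, with baseline fluorescence within five deviations of library mean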;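 also: RGS4 expression induced by doxycycline in cells with stable M3 receptor; B-score is computed from the integrated fluorescence ratio over baseline after carbachol; higher B-score means a larger calcium signal and so more RGS4 inhibition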
SKKanGAS inh = SKKanGAS growth inhibition | S. pyogenes SKKanGAS, kanamycin growth, BacTiter-Glo, 6 h | inhibition, % at 7.5 µM | hit rate 1.3% among 300,000 | AID 1662;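 active = mean replicate score, as percent of positive control median, at least 50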;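 also: strain carries kanamycin resistance gene driven by streptokinase promoter and grows in 40 µg/ml kanamycin; loss of luminescence reflects streptokinase promoter inhibition or plain growth inhibition; 0% = median of DMSO wells and 100% = positive control at its reference dose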
TRPC4 block = TRPC4 (mouse) channel inhibition; AID 2247; B-score at 10 µM; hit rate 0.39% among 300,000; HEK293 TRPC4beta/mu-opioid, DAMGO-evoked Fluo4 calcium flux; hits give low values;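 active = B-score over 3 SD under the library average, no early fluorescence shift, positive overall ratio signal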
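material = TRPC4beta/mu-opioid receptor HEK293 cell line | probe or stimulus = sequential submaximal and maximal DAMGO stimulation | compound dosing = one concentration per compound | measured by = Fluo4 Ca2+ flux fluorescence | evaluation = integrated fluorescence ratio relative to baseline, converted to per-well B score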
TRPC6 act = mouse TRPC6 channel activation | HEK293-TRPC6 membrane potential dye fluorescence; hits give high values | B-score at 10 µM | hit rate 0.13% among 310,000 | AID 2550;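 active = B-score of the integrated fluorescence ratio above library mean plus 3 SD, and starting fluorescence ratio within library mean plus 5 SD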;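 also: higher score means more depolarization so channel activation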
Target sequence (Q61143 whole entry, looked up): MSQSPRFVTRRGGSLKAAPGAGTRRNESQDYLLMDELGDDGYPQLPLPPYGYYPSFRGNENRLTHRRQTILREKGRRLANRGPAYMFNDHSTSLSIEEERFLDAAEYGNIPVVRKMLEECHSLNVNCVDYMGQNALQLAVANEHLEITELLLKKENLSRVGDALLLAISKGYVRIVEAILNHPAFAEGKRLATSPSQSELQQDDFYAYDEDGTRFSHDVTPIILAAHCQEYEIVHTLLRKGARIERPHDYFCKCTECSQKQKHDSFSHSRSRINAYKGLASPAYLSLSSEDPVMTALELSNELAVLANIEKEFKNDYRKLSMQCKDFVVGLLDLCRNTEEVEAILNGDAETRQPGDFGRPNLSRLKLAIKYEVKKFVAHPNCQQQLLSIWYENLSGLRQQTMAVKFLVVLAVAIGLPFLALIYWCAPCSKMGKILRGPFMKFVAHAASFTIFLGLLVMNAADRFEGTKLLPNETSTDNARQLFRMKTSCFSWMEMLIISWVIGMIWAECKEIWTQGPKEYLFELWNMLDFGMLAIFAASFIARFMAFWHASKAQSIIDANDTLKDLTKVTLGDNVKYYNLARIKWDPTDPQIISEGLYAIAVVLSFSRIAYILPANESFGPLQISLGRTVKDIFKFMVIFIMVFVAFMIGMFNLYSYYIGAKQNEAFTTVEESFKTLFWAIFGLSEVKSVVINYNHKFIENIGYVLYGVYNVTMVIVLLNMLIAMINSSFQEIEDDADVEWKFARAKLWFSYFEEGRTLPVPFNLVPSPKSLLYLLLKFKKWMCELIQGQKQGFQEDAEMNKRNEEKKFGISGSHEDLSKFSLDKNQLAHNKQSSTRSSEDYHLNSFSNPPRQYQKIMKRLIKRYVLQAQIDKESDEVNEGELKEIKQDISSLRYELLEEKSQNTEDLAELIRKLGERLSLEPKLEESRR
TRPC6 inhibitor = inhibitors of mouse TRPC6 channel; hit rate 1.1% among 310,000; Q61143; AID 2553; HEK293-TRPC6, membrane potential dye, ACh-evoked depolarization; hits give low values; B-score at 10 µM;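 active = B-score under library mean minus 3 SD, initial fluorescence not abnormally high, positive integrated signal ratio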;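 also: B-score derived from integrated fluorescence ratio over the kinetic read; more negative B-score means stronger inhibition of depolarization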
RGS4 pot = potentiators or activators of RGS4; HEK293 M3R/inducible RGS4, carbachol calcium flux Fluo4; hits give low values; B-score at 10 µM; hit rate 0.92% among 310,000;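 active = B-score of the integrated calcium signal more than 4 SD below the library mean, with starting fluorescence not abnormally high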;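 also: negative B-score means reduced calcium response which marks RGS4 activation or potentiation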
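test system = M3R-expressing HEK293 line, RGS4 induced by doxycycline | probe or stimulus = carbachol at ECmax as muscarinic agonist stimulus | timing = dye loading 30 min 37 °C, buffer rest 30 min RT | signal = calcium dye Fluo4 fluorescence | evaluation = B score from integrated fluorescence ratio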
MrgX1 agonist = activates human MrgX1 receptor signaling; AID 588627; Q96LB2; hit rate 0.44% among 310,000; MrgX1-HEK293 cells, Fluo-4 calcium fluorescence, agonist mode; hits give high values; B-score at 10 µM;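 active = calcium response B-score plate-corrected fluorescence ratio at least 3 library SD, with starting fluorescence B-score inside 5 SD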
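times = overnight plating, then 30 min 37 °C plus 30 min room-temperature dye loading | assay system = stable human MrgX1 HEK293 cell line | input = fifteen thousand cells per well | signal = kinetic calcium dye fluorescence, Fluo-4 NW | dosing = compound delivered in addition one of three | read-out = B-scored fluorescence response ratio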
MrgX1 allo act = human MrgX1 positive allosteric modulation, primary screen | Q96LB2 | hit rate 0.63% among 310,000 | B-score at 10 µM | AID 588675 | MrgX1-HEK293, Fluo-4 calcium flux, FDSS; hits give high values;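 active = plate-corrected calcium response at least 3 library SD above typical, normal starting fluorescence, not activating the receptor alone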;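 also: compound read alongside a low EC10 to EC30 dose of BAM8-22 agonist; peak minus trough fluorescence over baseline measured at the second addition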
An asterisk follows results filed as active; i = inactive; nt = not tested or not shown.

SMILES	MrgX1 antagonist	HIF act	Platelet DG rel	RGS4 block	SKKanGAS inh	TRPC4 block	TRPC6 act	TRPC6 inhibitor	RGS4 pot	MrgX1 agonist	MrgX1 allo act
COc1ccccc1N1CCN(C(=O)CCSCc2ccccc2F)CC1	i	0.3	-10	i	-2	i	i	i	i	i	i
Cc1nc(SCC(=O)NCc2ccco2)[nH]c(=O)c1C	i	-0.1	-5	i	-9	i	i	i	i	i	i
O=C(N/N=C/c1ccccc1O)c1cccc(C(F)(F)F)c1	i	41*	18	i	17	i	i	i	i	i	i
O=C(NCc1ccc2c(c1)OCO2)c1ccc2c(c1)OCO2	i	-0.2	-1	i	-6	i	i	i	i	i	i
CCc1nc2cccnc2n1-c1ccc(CC(=O)O)cc1	i	0.5	2	i	-1	i	i	i	i	i	i
C=C(C)CN(CC)c1nc(N)c(C#N)c(CC#N)c1C#N	i	0.1	0	i	-3	i	i	i	i	i	i
CCOc1ccccc1CNC(=O)c1ccccc1NC(=O)C1=CSCCO1	i	-1.2	-1	i	20	i	i	i	i	i	i
CS(=O)(=O)N(CC(N)=O)c1ccc2c(c1)OCO2	i	-0.3	-17	i	-9	i	i	i	i	i	i
CC(Oc1ccc(Br)cc1)C(=O)Nc1nc(-c2ccccn2)cs1 (configuration not stated)	i	1.1	10	i	87*	i	i	i	i	i	i
COc1ccc(C(=O)N2CCCC(Nc3ccc(C)c(C)c3)C2)c(OC)n1 (configuration not stated)	i	-0.6	-9	i	6	i	i	i	i	i	i
Cc1cc(-c2nnc(SCC(=O)c3ccc(F)cc3)o2)no1	i	0.7	-8	i	-1	i	i	i	i	i	i
CCOc1ccccc1N1CCN(C(=O)c2cc(C)oc2C)CC1	i	0.0	-9	i	0	i	i	i	i	i	i
Cc1ccc(-c2csc3ncnc(Sc4nnc(CN5CCCCCC5=O)o4)c23)cc1	i	1.3	-14	i	14	i	i	i	i	i	i
O=[N+]([O-])c1cccc(/C=N/Nc2ccccn2)c1	i	1.3	6	i	-16	i	i	i	i	i	i
O=C(Nc1ccc2c(c1)OCO2)C1(S(=O)(=O)c2ccc(Cl)cc2)CC1	i	0.3	1	i	-7	nt	i	i	i	i	i
CC(C)NC(=O)c1ccc2c(=O)n(C3CCCC3)c(=S)[nH]c2c1	i	-0.4	-8	i	0	i	i	i	i	i	i
O=C(NCCc1ccccc1)c1n[nH]c2ccccc12	i	1.2	12	i	4	i	i	i	i	i	i
O=C(Nc1ccccc1)N1CCN(c2nc(-c3ccccc3)ns2)CC1	i	1.3	-1	i	19	i	i	i	i	i	i
CC1(C)CN(c2ccccc2)N(C(=O)c2ccc(F)cc2)C1=O	i	-0.1	15	i	-1	i	i	i	i	i	i
COc1ccc(NC(=O)c2sc(-c3ccccc3)nc2C)c(OC)c1	i	-1.0	-3	i	7	i	i	i	i	i	i
Cc1ccc(Cl)cc1N1CCN(S(=O)(=O)c2ccc3c(c2)oc(=O)n3C)CC1	i	-0.2	-4	i	6	i	i	i	i	i	i
Cc1cccc(N2CCN(C(=O)c3cn4ccccc4n3)CC2C)c1 (configuration not stated)	i	0.0	-6	i	-3	i	i	i	i	i	i
O=C(N/N=C/C1CCCCC1)c1ccccc1-n1cccc1	i	0.0	1	i	9	i	i	i	i	i	i
O=C(CSc1nccn1Cc1ccc(F)cc1)Nc1ccc(F)cc1F	i	-5.1	0	i	0	i	i	i	i	i	i
O=[N+]([O-])c1cc2oc3c(c2c(C=NCc2ccccc2)c1O)CCCC3	i	-0.5	14	i	7	i	i	i	i	i	i
COC(=O)c1cnc(Oc2ccc(NC(=O)NC(=O)c3c(F)cccc3F)cc2)cc1C(F)(F)F	i	0.0	2	i	3	i	i	i	i	i	i
COc1ccc(N2CCN(S(=O)(=O)CCNC(=O)c3ccc4c(c3)OCO4)CC2)cc1	i	0.4	12	i	-14	i	i	i	i	i	i
Cc1ccc(-c2cc(C)nc3nc(N)nn23)cc1	i	-2.4	-3	i	-4	i	i	i	i	i	i
Cc1ccc(C)c2[nH]c(=O)c(CN(Cc3ccco3)C(=S)NCC3CCCO3)cc12 (configuration not stated)	i	-1.7	-1	i	4	i	i	i	i	i	i
COC(=O)c1ccc(/C=N/OCC(=O)NC2CCCCCCC2)cc1	i	1.7	-5	i	-2	i	i	-9.1*	i	i	i
CC(=O)N/C(=C\c1ccccc1)C(=O)OC(C)C(=O)NCc1ccccc1 (configuration not stated)	i	0.4	0	i	-5	i	i	i	i	i	i
O=C(CN1C(=O)COc2ccccc21)N1CCc2ccccc2C1	i	0.0	0	i	7	i	i	i	i	i	i
COc1ccc(OC)c(-n2cnc3cc(C(=O)O)ccc32)c1	i	-0.2	-17	i	-2	i	i	i	i	i	i
N#CCC(=O)N/N=C/c1cn(Cc2ccccc2C#N)c2ccccc12	i	-0.3	2	i	22	i	i	i	i	i	i
COCCCNC(=O)COc1ccc(S(=O)(=O)Nc2ccccc2)cc1	i	-0.3	5	i	1	i	i	i	i	i	i
CC(=O)c1ccc(NC(=O)CCn2c(=O)oc3ccccc32)cc1	i	0.0	0	i	-18	i	i	i	i	i	i
Cc1ccccc1-c1nc(CS(=O)CC(=O)NCCCN(C)c2ccccc2)c(C)o1 (configuration not stated)	i	1.0	0	i	-10	i	i	i	i	i	i
CC(C)C(=O)NC(C)C(c1cccs1)N1CCN(C)CC1 (configuration not stated)	i	-0.1	8	i	-5	nt	i	i	i	i	i
CN1CC=C2C(C#N)=C(N)C(C#N)(C#N)[C@H](c3cccc(Cl)c3)C2C1 (some centres not stated)	i	-0.5	9	i	-4	i	i	i	i	i	i
COC(=O)c1ccccc1NC(=O)CSc1nnc(-c2cccnc2)o1	i	0.1	-1	i	-12	i	i	i	i	i	i
OCCCNc1c2c(nc3cc(-c4ccc(Cl)cc4)nn13)CCC2	i	1.7	-6	i	14	i	i	i	i	i	i
Cc1ccc(Nc2c3c(nc4ncnn24)CC(C)CC3)cc1 (configuration not stated)	i	-0.8	1	i	-1	i	i	i	i	i	i
COc1cccc(/C=N/NC(=O)c2c(-c3ccccc3)noc2C)c1O	i	1.3	-9	i	19	i	i	i	i	i	i
COc1ccc(NC2CCCN(C(=O)CCC(=O)c3ccc(F)cc3)C2)cc1 (configuration not stated)	i	1.2	7	i	0	i	i	i	i	i	i
O=C(NCCCn1ccnc1)c1ccccc1NS(=O)(=O)c1ccc(F)c(F)c1	i	-0.1	0	i	-1	i	i	i	i	i	i
CCOC(=O)C1CCN(C(=O)CN(Cc2ccc(Cl)cc2)S(C)(=O)=O)CC1	i	-0.1	-1	i	-4	i	i	i	i	i	i
COc1ccccc1OCCC(=O)N1CCN(c2ccccc2OC)CC1	i	2.2	20	i	3	i	i	i	i	i	i
COc1ccc(CC(=O)OCC(=O)NCc2ccccc2Cl)cc1OC	i	-0.1	11	i	4	i	i	i	i	i	i
O=S1(=O)NC2CCCCCN2c2ccc(F)cc21 (configuration not stated)	i	-0.3	1	i	-3	i	i	i	i	i	i
CCOC(=O)C(Cc1ccccc1)C(=O)Nc1nccs1 (configuration not stated)	i	-0.2	-19	i	3	i	i	i	i	i	i
COc1cccc(C2=NOC(C(=O)NCCCn3ccnc3)C2)c1 (configuration not stated)	-6.5*	0.2	1	i	3	i	i	i	i	i	i
O=C(O)c1cc2c(cc1NC(=O)c1ccccc1C(F)(F)F)OCCCO2	i	-0.4	-3	i	0	i	i	i	i	i	i
COc1ccccc1/C=C(/C(=O)OCC(=O)Nc1cc(C)ccc1C)c1ccccc1	i	-0.2	3	i	55*	i	i	i	i	i	i
COc1cc(=O)n2c(n1)SCCC2	i	-0.1	6	i	1	i	i	i	i	i	i
Cc1ccc(/C=N/n2c(-c3ccncc3)n[nH]c2=S)cc1	nt	0.0	0	i	6	i	i	i	i	nt	nt
COC(=O)C(NC(C)=O)(Nc1nc(C)cs1)C(F)(F)F (configuration not stated)	i	0.1	3	i	0	i	i	i	i	i	i
O=C(Nc1cccc2cccnc12)c1cccc(N2C(=O)CCC2=O)c1	i	-0.4	6	i	0	i	i	i	i	i	i
CCC(CC)C(=O)Nc1cc(C(=O)NCCc2ccccc2)ccc1Cl	i	nt	15	i	-6	i	i	i	i	i	i
C=CCOC(=O)C1=C[C@H](c2cn(C(C)=O)c3ccccc23)C[C@H](OCCCCO)O1	i	0.3	5	i	6	i	i	i	i	i	i
Cc1ccc(Cl)cc1N=C(N)N=C(N)N	i	-0.4	-2	i	-2	i	i	i	i	i	i

Next section.
SMILES	MrgX1 antagonist	HIF act	Platelet DG rel	RGS4 block	SKKanGAS inh	TRPC4 block	TRPC6 act	TRPC6 inhibitor	RGS4 pot	MrgX1 agonist	MrgX1 allo act
CCC(C)NC(=S)Nc1ccccc1 (configuration not stated)	nt	-0.4	5	i	-6	i	i	i	i	nt	nt
Cc1cc(C)c2nc(N(CCCN(C)C)C(=O)c3ccc4c(c3)OCCO4)sc2c1	i	-20	2	i	3	i	i	-8.2*	i	i	i
O=C(CC1SC(N2CCCC2)=NC1=O)Nc1ccc(C(=O)N2CCN(c3cccc(Cl)c3)CC2)cc1 (configuration not stated)	i	-0.3	-3	i	-1	i	i	i	i	i	i
CCCCn1nnnc1NCc1ccc(OC)c(OC)c1	i	-0.3	-2	i	-7	i	i	i	i	i	i
O=C(NCc1ccccn1)c1ccc(Cn2cc(Br)cn2)o1	i	-0.2	10	i	0	i	i	i	i	i	i
CN(CC(=O)Nc1cccc(F)c1)C(=O)c1cccnc1Sc1ccc(Cl)cc1	i	0.0	-17	i	-6	i	i	i	i	i	i
N/C(=N\OS(=O)(=O)c1ccccc1)c1ccncc1	i	-0.3	-39	i	-11	i	i	i	i	i	i
CN(Cc1ccccc1)C(=O)CN1C(=O)COc2ccc(S(=O)(=O)N3CCCC3)cc21	i	-0.3	-9	i	-14	i	i	i	i	i	i
O=C(O)Cn1cc2c(n1)CCCC2	i	0.2	-5	i	-8	i	i	i	i	i	i
CCCCCCCCOC(=O)C1=C(C)Nc2nnnn2C1c1cccs1 (configuration not stated)	i	-0.9	-3	i	107*	i	i	i	-11*	i	i
CC(SCC(=O)NC12CC3CC(CC(C3)C1)C2)C(=O)O (configuration not stated)	i	-1.9	5	i	-5	i	i	i	i	i	i
